# Compound activity from PubChem.
# TDP43 rescue = TDP-43 toxicity inhibition in yeast; Potency, µM (titrated, usually from 46.1 µM), inactives show top-dose growth rescue (activation), usual class: activators; 410,000 tested, 1.8% active; TDP-43 expressing yeast growth rescue, BacTiter-Glo, 24 h; further: % of control where 0% means no effect; nearly all actives have a fitted effect of over 50% in size
#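 Yeast cells expressing TDP-43 under galactose induction are exposed to compounds for 24 hr at 30 deg C. BacTiter-Glo luminescence measures growth, so protective compounds score as activators.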
# aSyn yeast inh = inhibitors of alpha-synuclein toxicity in yeast. Yeast expressing alpha-synuclein, growth rescue, BacTiter-Glo, 24 h. Potency, µM (titrated, usually from 46.1 µM), for inactives: top-dose growth rescue (activation), hits mostly activators. 370,000 tested, 0.14% active; further: % of control where 0% means no effect; nearly all actives have a fitted effect of over 65% in size
#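 Readout is rescue of growth in alpha-synuclein-expressing yeast, so inhibitors of toxicity appear as activators. Growth after 24 hr at 30 deg C in galactose medium is quantified by luminescence.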
# FUS yeast rescue = suppressors of FUS proteinopathy in yeast; 390,000 tested, 0.24% active; S. cerevisiae FUS-expressing, growth rescue, OD600, 24 h; Potency, µM (series often up to 76.6 µM), inactives show top-dose growth rescue (activation), usual class: activators;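 further: plate controls were DMSO vehicle for no effect and reference control for full effect; nearly all actives have a fitted effect of over 55% in size; some results filed as inactive show a strong effect at the top dose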
#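 Steps: raffinose overnight preculture; dilution to OD 0.005 in 2% galactose minimal medium; compound addition (concentration series); 24hr at 30C, 99% humidity; absorbance read at 600 nm.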
# EPAC2 agonist = agonists of human EPAC2 (RAPGEF4). AID 720711. EPAC2 activation, biochemical qHTS; response scale: 100% = 6.5 mM cAMP response. Potency, µM (top dose mostly 154 µM), inactives show at the highest dose activation, hits mostly activators. 360,000 tested, 0.079% active; further: nearly all actives have a fitted effect of over 50% in size
#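 Nucleotide exchange monitored as fluorescence drop when BODIPY-GDP leaves Rap1B. Reaction: 100 nM EPAC2, 250 nM RAP1B-BODIPY-GDP, 50 uM GDP, room temperature, kinetic read over 30 min. Activity expressed relative to 6.5 mM cAMP.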
# EPAC1 ag = activates human EPAC1 exchange factor; O95398; EPAC1 agonist qHTS, biochemical assay; response scale: 100% = response to 6.5 mM cAMP; Potency, µM (top dose mostly 154 µM), for inactives: top-dose activation, actives largely listed as activators; 360,000 tested, 0.073% active; AID 720707; further: nearly all actives have a fitted effect of over 60% in size
# Target sequence (O95398 whole entry, looked up): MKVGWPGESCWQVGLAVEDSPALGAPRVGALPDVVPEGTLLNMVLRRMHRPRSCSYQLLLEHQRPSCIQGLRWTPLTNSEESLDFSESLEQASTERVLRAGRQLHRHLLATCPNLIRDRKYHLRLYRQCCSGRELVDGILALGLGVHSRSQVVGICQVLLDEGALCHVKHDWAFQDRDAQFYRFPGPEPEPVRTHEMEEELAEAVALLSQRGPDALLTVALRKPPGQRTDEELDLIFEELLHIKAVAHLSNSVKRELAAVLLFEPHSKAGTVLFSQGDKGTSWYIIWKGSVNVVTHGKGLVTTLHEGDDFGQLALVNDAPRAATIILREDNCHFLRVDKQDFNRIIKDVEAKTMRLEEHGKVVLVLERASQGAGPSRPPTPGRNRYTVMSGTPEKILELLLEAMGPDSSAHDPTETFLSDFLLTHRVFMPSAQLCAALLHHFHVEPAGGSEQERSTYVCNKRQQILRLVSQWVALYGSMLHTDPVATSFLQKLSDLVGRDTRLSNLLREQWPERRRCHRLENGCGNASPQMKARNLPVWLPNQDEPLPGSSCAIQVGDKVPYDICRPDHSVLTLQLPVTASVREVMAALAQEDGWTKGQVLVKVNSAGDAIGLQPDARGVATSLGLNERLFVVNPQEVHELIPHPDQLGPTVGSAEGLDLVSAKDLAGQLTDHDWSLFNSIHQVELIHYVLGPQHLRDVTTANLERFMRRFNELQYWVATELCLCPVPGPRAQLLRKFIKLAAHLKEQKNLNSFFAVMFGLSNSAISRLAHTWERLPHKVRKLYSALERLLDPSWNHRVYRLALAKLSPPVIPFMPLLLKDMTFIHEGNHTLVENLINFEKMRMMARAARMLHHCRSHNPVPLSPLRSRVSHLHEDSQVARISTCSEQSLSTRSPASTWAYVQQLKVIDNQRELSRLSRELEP
#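 Normalized to 6.5 mM cAMP, activity reflects EPAC1-catalysed release of BODIPY-GDP from Rap1B, followed kinetically over 30 min at 480 nm excitation, 540 nm emission. Reaction contained 100 nM EPAC1, 250 nM Rap1B-BODIPY-GDP, 50 uM GDP.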
# PTHR1 agonist = agonists of human PTHR1 parathyroid hormone receptor; Q03431; HEK293 GP2 PTHR1 cells, GloSensor cAMP luminescence, 1 h; Potency, µM (titrated, usually from 115 µM), for inactives: at the highest dose activation, most hits filed as activators; 410,000 tested, 0.075% active; further: nearly all actives have a fitted effect of over 55% in size; some results filed as inactive show a strong effect at the top dose; inactives centre near -15; many of its hits are not listed in these tables
#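 HEK-293-derived GP2 cells expressing PTHR1 and a GloSensor cAMP reporter, 3,000/well, plated overnight, given luciferin plus IBMX (each 0.5 mM as added) for 1 h at 37 °C, then compound for 1 h at 37 °C. Luminescence was read after 15 min at room temperature.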
# EPAC2 antag = EPAC2 (human) antagonism | Q8WZA2 | EPAC2 GEF exchange of Rap1B-BODIPY-GDP, fluorescence | Potency, µM (series often up to 114 µM), inactives show top-dose activity, negative = inhibition, actives largely listed as inhibitors | 360,000 tested, 0.18% active | AID 720708; further: on the % scale 0 is the no-effect control and ±100 the full control effect; nearly all actives have a fitted effect of over 45% in size; many of its hits are not listed in these tables
# EPAC1 antag = EPAC1 (human) antagonism; EPAC1 GEF assay, Rap1b-BODIPY-GDP exchange fluorescence; O95398; Potency, µM (doses to about 115 µM), for the others: at the top dose activity change, negative = inhibition, usual class: inhibitors; 360,000 tested, 0.14% active;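 further: plate controls were vehicle for no effect and positive control for full effect; nearly all actives have a fitted effect of over 50% in size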
# * hit, by the source's call; i = inactive; ? = inconclusive; nt = no result given; [ ] = another dose, or the depositor's remark. The call rests on the fitted dose curve; in most records, active means well fitted curve in the direction sought with a large enough effect; inconclusive means small, poorly fitted or top-dose-only effect, or another doubt; inactive means no such curve, though single readings can be large; an effect the other way counts as inactive or inconclusive. Potency means the concentration at half of the fitted maximal effect. A portion of the library; rates above refer to the full screens.
SMILES,TDP43 rescue,aSyn yeast inh,FUS yeast rescue,EPAC2 agonist,EPAC1 ag,PTHR1 agonist,EPAC2 antag,EPAC1 antag
Cc1nn(-c2ccccc2)c(N2CCCC2)c1/C=N/NC(=S)Nc1ccccc1C(F)(F)F,18.8%,0.1%,11.9%,4.0%,15.5%,-0.5%,-2.0%,1.6%
CC1(c2nnc(-c3ccccc3)o2)CC(c2ccc([N+](=O)[O-])cc2)=NO1 (centres undefined),?,1.5%,?,-2.3%,6.4%,i,-10.8%,?
COC(=O)[C@]12CCCCC=C1N(Cc1cccc3ccccc13)C(=O)[C@H](CC(=O)NCCCCc1ccccc1)C2,15.3%,4.3%,?,-3.3%,-5.6%,4.5%,-1.7%,-28.0%
COc1cc(C(C)=O)ccc1OCc1cc(C(=O)N(C)CCC2CCCCO2)no1 (centres undefined),12.4%,-0.3%,17.1%,6.9%,-0.2%,-12.1%,-5.9%,-5.4%
Nc1ccccc1-c1nnc2n1CCCCC2,-2.0%,-5.0%,22.9%,3.5%,-6.0%,i,5.2%,1.7%
CCc1[nH]nc2c1C1(CCN(C(=O)c3ccccc3)CC1)C(C#N)=C(N)O2,-5.6%,0.9%,-1.8%,5.4%,3.9%,-5.5%[57.5 µM],4.1%,14.6%
COc1ccc(CNC(=O)C(OC(=O)c2ccco2)c2ccccc2)cc1 (centres undefined),-11.0%,22.2%,20.1%,9.6%,-6.7%,i,2.3%,-3.0%
Cc1cccc(C(=O)N/N=C/c2ccoc2)c1,-10.0%,1.9%,20.2%,4.6%,-2.8%,i,2.8%,-5.1%
Cc1nn(-c2ccccc2)c(C)c1CCC(=O)O,6.4%,-2.6%,37.1%,0.5%,10.1%,i,-4.2%,-15.9%
CC1CCCCN1C(=O)/C(=C\c1ccccc1)c1ccccc1 (centres undefined),-1.6%,4.5%,24.5%,3.4%,5.8%,29.9%[57.5 µM],-2.6%,-2.9%
COCCNC(=O)CCCn1c(=O)c2cc(OC)c(OC)cc2n(CC(=O)NCCC2=CCCCC2)c1=O,7.7%,2.7%,7.6%,-1.2%,-1.4%,i,0.9%,6.2%
COC(=O)c1cc(S(=O)(=O)NCCc2ccc(SC)cc2)c[nH]1,4.4%,3.6%,7.0%,5.2%,-0.2%,-28.5%,-6.4%,-18.0%
OCC1OC(n2cnc3c(SCc4ccccc4)nc(F)nc32)C(O)C1O (centres undefined),-10.2%,-8.1%,8.6%,8.0%,5.5%,0.6%,20.0%,2.5%
COc1cc(OC)cc(C(=O)NC(=S)N2CCCCCC2)c1,19.1%,-17.4%,17.8%,15.9%,1.9%,i,5.8%,-6.4%
CC(C)n1cnnc1SCC(=O)NCC(=O)Nc1ccc(F)cc1,25.7%,7.8%,-10.1%,3.7%,0.5%,-4.8%,12.7%,-11.9%
CCCS(=O)(=O)NC(=O)C1(C)CCCN(C(=O)c2ccc(F)c(Cl)c2)C1 (centres undefined),10.8%,-1.2%,2.4%,3.9%,6.9%,-23.8%,-4.2%,4.4%
Cc1ccc(C)c(OCCn2cc(/C=C(\C#N)C(=O)NCc3ccco3)c3ccccc32)c1,0.0%,-0.4%,nt,-1.7%,-2.8%,i,18.6%,-3.6%
O=C(NNCc1ccc(O)cc1)c1ccccc1Cl,19.0%,-0.3%,-25.7%,-3.5%,-15.8%,-0.6%,-10.8%,-9.5%
Cc1ccccc1OCCCC(=O)Nc1nncs1,13.5%,-2.1%,-19.8%,0.2%,-18.8%,-46.2%[inhibitor],-6.9%,-9.0%
CCCCn1nc2cc(C(=O)NCc3cc(C(F)(F)F)cc(C(F)(F)F)c3)ccc2c1OCC,0.0%,-0.2%,18.3%,-9.8%,-29.2%,i,12.7%,-24.3%
COc1ccc(CC2(CO)CCN(CC3=Cc4cc(Cl)ccc4OC3)CC2)cc1,-16.1%,-6.8%,14.8%,8.5%,14.3%,-29.2%,-7.5%,0.4%
Cc1ccc(CCN2CC(C(=O)NCCC(C)C)CC2=O)cc1 (centres undefined),-28.4%,-10.2%,41.2%,2.4%,11.0%,1.1%,3.8%,3.7%
CC(C)c1c(C(=O)N/N=C/c2ccc(Cl)cc2Cl)nnn1-c1nonc1N,20.1%,2.7%,-15.4%,-4.6%,9.9%,-4.7%,-11.3%,-8.8%
COc1ccccc1CNC(=O)[C@@H](NC(=O)C1CCN(C(=O)[C@@H]2CCCN2C(=O)OC(C)(C)C)CC1)C(C)C,13.7%,6.8%,13.3%,11.9%,-11.0%,-4.2%,-2.7%,3.3%
CCS(=O)(=O)NCC(c1cccnc1)N1CCN(c2ccc(F)cc2)CC1 (centres undefined),11.7%,0.9%,-8.4%,5.2%,-5.6%,-2.7%[57.5 µM],0.8%,0.8%
# (continued)
SMILES,TDP43 rescue,aSyn yeast inh,FUS yeast rescue,EPAC2 agonist,EPAC1 ag,PTHR1 agonist,EPAC2 antag,EPAC1 antag
CC(C)(CNC(=O)c1ccc([N+](=O)[O-])c(Cl)c1)CNC(=O)c1ccc([N+](=O)[O-])c(Cl)c1,7.7%,-7.3%,?,25.7%,10.3%,-19.5%,-2.6%,-7.4%
Cc1cccc(CSCCNC(=O)Nc2ccccc2)c1,7.9%,0.2%,nt,14.7%,5.9%,-11.5%,-9.8%,3.0%
C=CC[C@@H](CC(=O)NCCO)C(=O)N[C@H](COC(=O)[C@H](CC=C)CC(=O)OC(C)(C)C)Cc1c[nH]c2ccccc12,-20.3%,-1.8%,?,-0.9%,-20.6%,11.9%,11.4%,-3.7%
O=C(CCc1nnc2ccc(NCc3ccco3)nn12)N1CCN(c2ccccc2F)CC1,4.1%,-3.2%,17.1%,5.4%,1.2%,-24.7%,-3.1%,4.7%
CN1CCN(c2ccc(-c3cccc(NC(=O)COc4ccccc4)c3)nn2)CC1,6.1%,-4.9%,4.6%,4.1%,-4.6%,-10.8%,14.3%,-20.7%
COc1ccc(C2C(C(=O)O)CC(=O)N2C2CCCCC2)cc1 (centres undefined),-20.2%,-6.2%,24.0%,6.3%,0.4%,i,10.4%,5.2%
Cc1ccc(NC(=O)CCn2c(=O)oc3ccccc32)c(C)c1,10.4%,2.8%,-26.6%,2.5%,18.7%,i,-0.4%,-8.5%
CC(C)NC(=O)c1ccc2c(c1)N(Cc1ccccc1)C(=O)C(C)(C)O2,-19.2%,-3.4%,9.7%,-5.3%,9.1%,i,-1.9%,10.6%
C=CCn1cccc(C(=O)Nc2ccc(OC)c(OC)c2)c1=O,5.1%,-1.3%,12.0%,15.4%,6.2%,i,-3.9%,-10.1%
COc1ccc(S(=O)(=O)N2CCN(CC(=O)Nc3ccc(C)c(F)c3)CC2)cc1,-19.5%,-4.5%,nt,10.1%,8.6%,-6.2%,-5.8%,-8.8%
COc1ccc(N2CCN(C(=O)C3CCCN(c4ncnc5c4nc4n5CCCCC4)C3)CC2)cc1 (centres undefined),-4.3%,-0.2%,17.5%,10.8%,1.0%,i,-4.3%,-34.4%
O=C(NCc1ccco1)c1ccc(Cl)cc1[N+](=O)[O-],13.9%,-0.2%,-36.3%,10.5%,3.1%,i,4.9%,5.3%
O=C(C[n+]1ccc(C(=O)NCCCO)cc1)c1cccc(Br)c1,5.7%,3.7%,1.9%,1.2%,-1.9%,-15.1%,-1.5%,-11.7%
CN1C(=O)C(C)(C)c2cc(S(=O)(=O)N3CCC(C(=O)Nc4ccc(Cl)cc4)CC3)ccc21,13.1%,3.0%,-8.7%,0.0%,-3.3%,i,18.6%,12.6%
CS(=O)(=O)N1CCCC(C(=O)Nc2ccccc2C(F)(F)F)C1 (centres undefined),2.6%,-16.6%,8.9%,9.7%,6.2%,i,-0.6%,-2.6%
CCOC(=O)C(C)Sc1nc2c(c(=O)[nH]c(=O)n2C)n1C/C=C(/C)Cl (centres undefined),21.6%,1.4%,-14.4%,4.1%,-10.0%,i,2.6%,-11.1%
COc1cnc(-c2ccccn2)nc1Oc1ccc(C(C)(C)C)cc1,?,-3.3%,19.1%,4.8%,4.1%,-14.6%,?,-27.6%
O=C(C1CCCO1)N1CCN(C(=S)Nc2cc(F)cc(F)c2)CC1 (centres undefined),-15.1%,-2.9%,nt,3.5%,10.4%,-23.1%,0.5%,-0.4%
Cc1cc(=O)[nH]c(SCC(=O)Nc2ccc(S(N)(=O)=O)cc2)n1,-1.2%,-1.9%,27.8%,0.4%,-0.9%,i,0.3%,-13.4%
O=C(C1CC1)N1CCN(c2ccc([N+](=O)[O-])cc2-n2cccc2)CC1,?,10.8%,26.7%,3.6%,5.2%,i,?,-1.9%
CCOC(CCn1ccc(O)c(Cc2ccc(Cl)cc2)c1=O)OCC,9.5%,-2.1%,-27.7%,6.6%,6.7%,i,2.0%,-12.3%
CC(=O)Nc1ccc(NC(=O)CSc2ccc(C(F)(F)F)cc2[N+](=O)[O-])cc1,11.4%,0.2%,7.3%,0.8%,6.2%,-3.6%,-1.8%,-3.7%
C=CCN=C1N[C@@H](c2ccccc2)C(C(=O)OC)=C(C)N1CC,-1.2%,-1.4%,-20.7%,12.1%,-0.8%,-8.0%,2.1%,4.0%
COc1ccc(S(=O)(=O)N2CCOCC2)cc1NC(=O)CN1CCCC1,2.2%[9.22 µM],1.1%,6.4%,0.5%,9.5%,i,8.5%,-1.9%
C=CCNC(=O)/C=C/c1c(F)cccc1Cl,-3.6%,-0.8%,9.0%,3.7%,3.3%,i,4.9%,-13.0%
CCNc1nc(NC(C)C)nc(NC(C)(C)C)n1,19.8%,-16.2%,9.9%,-0.8%,-2.2%,1.6%,2.8%,-3.2%
CCc1nnc(NC(=O)CN2C(=O)NC3(CC(C)CC(C)(C)C3)C2=O)s1 (centres undefined),23.9%,1.8%,22.6%,6.5%,-0.4%,-8.5%,8.6%,16.3%

# 4 entries drawn at random from those above, as already listed:
SMILES,TDP43 rescue,aSyn yeast inh,FUS yeast rescue,EPAC2 agonist,EPAC1 ag,PTHR1 agonist,EPAC2 antag,EPAC1 antag
CC(=O)Nc1ccc(NC(=O)CSc2ccc(C(F)(F)F)cc2[N+](=O)[O-])cc1,11.4%,0.2%,7.3%,0.8%,6.2%,-3.6%,-1.8%,-3.7%
COc1cc(OC)cc(C(=O)NC(=S)N2CCCCCC2)c1,19.1%,-17.4%,17.8%,15.9%,1.9%,i,5.8%,-6.4%
COc1ccc(C2C(C(=O)O)CC(=O)N2C2CCCCC2)cc1 (centres undefined),-20.2%,-6.2%,24.0%,6.3%,0.4%,i,10.4%,5.2%
Cc1nn(-c2ccccc2)c(N2CCCC2)c1/C=N/NC(=S)Nc1ccccc1C(F)(F)F,18.8%,0.1%,11.9%,4.0%,15.5%,-0.5%,-2.0%,1.6%
